Screening data: PubChem BioAssay, National Center for Advancing Translational Sciences (NCATS)
HEK cytotox – Cytotoxic Profiling in HEK 293 Cell Line of Diverse Libraries Using Quantitative High-Throughput Screening; 94,000 compounds, 6.6% hits; AID 1345083, 2018; Potency, µM (top dose mostly 115 µM), for the others: at the top dose activity change, negative = cytotoxicity, actives largely listed as inhibitors; HEK 293 viability, ATP luminescence (CellTiter-Glo), 48-72 h; note: potency is the fitted concentration of half-maximal effect; nearly all actives have a fitted effect of over 60% in size
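HEK 293 cells at 250 cells/well were exposed to compounds by pintool transfer for 48 or 72 hr at 37 degree Celsius, 5% CO2. Viability was read as ATP-coupled luminescence with CellTiter-Glo after 10 min at room temperature.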
SNCA expr inh – Primary qHTS assay for inhibitors of alpha-synuclein gene (SNCA) expression. HEK-293 SNCA-luciferase knock-in, luminescence, 24 h. Potency, µM (top dose mostly 57.2 µM), for inactives: top-dose activity change, negative = inhibition, hits mostly inhibitors. 140,000 compounds, 0.17% hits;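 note: potency is the fitted concentration of half-maximal effect; plate controls were DMSO cells for no effect and cell-free wells for full effect; nearly all actives have a fitted effect of over 45% in size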
3T3 cytotox – Cytotoxic Profiling in NIH 3T3 Cell Line of Diverse Libraries Using Quantitative High-Throughput Screening; NIH 3T3 viability, CellTiter-Glo ATP luminescence, 48-72 h; Potency, µM (titrated, usually from 96.7 µM), for the others: top-dose activity change, negative = cytotoxicity, hits mostly inhibitors; 94,000 compounds, 4.3% hits; note: potency is the fitted concentration of half-maximal effect; nearly all actives have a fitted effect of over 55% in size
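NIH 3T3 cells at 400 cells/well received 23 nL of compound by pintool and were incubated 48 or 72 h at 37 °C. Viability was read as ATP-coupled CellTiter-Glo luminescence.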
GPT2 inhibitor – Primary qHTS assay for inhibitors of Glutamate pyruvate transaminase 2 (GPT2) | Potency, µM (doses to about 57.7 µM), inactives show at the highest dose activity change, negative = inhibition, most hits filed as inhibitors | Recombinant GPT2, coupled pyruvate oxidase/HRP Amplex Red fluorescence | Alanine aminotransferase 2 (Homo sapiens), Q8TD30 | 100,000 compounds, 0.25% hits; note: potency is the fitted concentration of half-maximal effect; nearly all actives have a fitted effect of over 60% in size; many of its hits are not listed in these tables
Target sequence (Q8TD30 whole entry, looked up): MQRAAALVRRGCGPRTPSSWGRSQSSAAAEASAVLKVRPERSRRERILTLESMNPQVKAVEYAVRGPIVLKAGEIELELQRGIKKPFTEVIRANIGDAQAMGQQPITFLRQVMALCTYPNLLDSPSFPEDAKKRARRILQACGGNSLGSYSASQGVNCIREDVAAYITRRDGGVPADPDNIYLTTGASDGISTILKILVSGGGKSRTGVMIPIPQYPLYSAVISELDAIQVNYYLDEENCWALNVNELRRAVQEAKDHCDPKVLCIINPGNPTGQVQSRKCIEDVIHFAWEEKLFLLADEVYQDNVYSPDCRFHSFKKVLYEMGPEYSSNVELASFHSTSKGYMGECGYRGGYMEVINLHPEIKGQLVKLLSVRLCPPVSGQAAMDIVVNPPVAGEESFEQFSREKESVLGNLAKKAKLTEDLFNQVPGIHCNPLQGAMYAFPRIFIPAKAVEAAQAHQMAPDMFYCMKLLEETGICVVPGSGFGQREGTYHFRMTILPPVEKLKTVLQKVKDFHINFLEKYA
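Fluorescence read-out: pyruvate from GPT2 turnover coupled to pyruvate oxidase, HRP and Amplex Red (0.2mM ThPP, 0.2U/mL PO and HRP, 50uM Amplex final). Substrates 250uM a-KG, 2mM L-alanine; enzyme 10ng/uL; 30 min RT.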
Luciferase inh – Firefly luciferase inhibition profiling of diverse chemical library using quantitative high-throughput screening | Luciferin 4-monooxygenase (Photinus pyralis), P08659 | purified P. pyralis luciferase, luminescence, biochemical | Potency, µM (highest dose often 115 µM), for inactives: at the top dose activity change, negative = inhibition, most hits filed as inhibitors | 76,000 compounds, 2.5% hits; note: potency is the fitted concentration of half-maximal effect; nearly all actives have a fitted effect of over 65% in size
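Cell-free enzyme assay, 10nM P. pyralis luciferase, luciferin and ATP each at 10uM. Inhibition profiled over a 6-point titration, read as luminescence.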
IP6K1 inh – Primary qHTS assay for small molecule inhibitors of Inositol hexaphosphate kinase 1 (IP6K1) | IP6K1 kinase, ADP-Glo luminescence, 2 h; hits give low values | Inositol hexakisphosphate kinase 1 (Homo sapiens), Q92551 | 140,000 compounds, 0.81% hits | activity change, % (series mostly up to about 58 µM); in the data active = activity change below about -25%
Target sequence (Q92551 whole entry, looked up): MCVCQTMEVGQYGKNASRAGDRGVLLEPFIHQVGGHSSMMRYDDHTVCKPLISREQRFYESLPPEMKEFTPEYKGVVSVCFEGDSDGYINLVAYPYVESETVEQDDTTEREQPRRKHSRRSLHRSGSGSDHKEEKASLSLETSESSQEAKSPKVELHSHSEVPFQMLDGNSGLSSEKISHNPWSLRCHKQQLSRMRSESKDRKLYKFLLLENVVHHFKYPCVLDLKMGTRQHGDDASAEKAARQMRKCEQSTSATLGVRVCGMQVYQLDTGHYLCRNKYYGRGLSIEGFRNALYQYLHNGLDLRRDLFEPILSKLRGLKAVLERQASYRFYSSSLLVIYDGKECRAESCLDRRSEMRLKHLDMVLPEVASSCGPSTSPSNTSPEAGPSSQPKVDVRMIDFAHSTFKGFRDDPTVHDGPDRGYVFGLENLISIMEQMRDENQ
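ADP-Glo luminescence measures ADP made by human IP6K1 during a 2 h RT reaction with ATP/IP6 (mix at 1.3 mM/130 uM); top library doses 57.5 and 19.1 uM final.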
SNCA viab count – GF-AFC viability counterscreen for inhibitors of alpha-synuclein gene (SNCA) expression; Potency, µM (highest dose often 57.1 µM), inactives show at the highest dose activity change, negative = cytotoxicity, usual class: cytotoxic; HEK-293-SNCA-luc viability, GF-AFC fluorescence, 24 h; 150,000 compounds, 0.12% hits;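 note: potency is the fitted concentration of half-maximal effect; 0% = DMSO-treated cells and -100% = medium-only wells without cells; nearly all actives have a fitted effect of over 30% in size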
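HEK-293-SNCA-luc cells (1500/well) plated 24 h, then exposed 24 h to a dilution series; GF-AFC added 30 min at 37C, fluorescence 405/540 nm; normalised to medium-only and DMSO wells, Hill fit.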
An asterisk follows results filed as active; i = inactive; ? = inconclusive; / = no result given; [ ] = another dose, or the depositor's remark. Unless noted, calls come from the whole dose curve; as a rule, active = well fitted curve in the direction sought with a large enough effect; inconclusive = small, poorly fitted or top-dose-only effect, or another doubt; inactive = no such curve, though single readings can be large; an effect the other way counts as inactive or inconclusive. Unless noted, % is set by controls: 0 for no effect and ±100 for the full control effect.

entry	mol	HEK cytotox	SNCA expr inh	3T3 cytotox	GPT2 inhibitor	Luciferase inh	IP6K1 inh	SNCA viab count
1	CCN(CC)S(=O)(=O)c1ccc2c(c1)c(=O)c(C(=O)N1CCN(c3ccc(OC)cc3)CC1)cn2C	/	-17%	/	/	/	10	8%
2	c1ccc(CN2CCNc3cc(NCc4cccnc4)ncc3C2)cc1	?	?	50µM*	5%[88.5 µM]	13%[172 µM]	-15	-28%[87.6 µM]
3	Cc1cccnc1CN(C)c1ccc(C(=O)NCc2noc(C(C)C)n2)cn1	?	-19%	?	-13%	-16%	6	-14%
4	Cc1ccc(-n2c(=O)c3cccnc3n2CC(=O)Nc2cc(Cl)ccc2C)cc1	/	-16%	/	/	/	24	16%
5	O=C(c1ccccc1F)N1CC(Oc2ccc(F)cc2F)C1	-14%	66%[activator]	-20%	i	/	-17	1%
6	CCOC(=O)N1CCC(Nc2ncncn2)CC1	0%	-1%	0%	?	13%	-11	-4%
7	Cc1c(C(=O)Nc2ccc(F)c(F)c2)oc2ccc(S(=O)(=O)N3CCCCC3)cc12	/	9%	/	/	/	3	4%
8	O=C(NCc1ccc(F)cc1)c1ccc2nnc(-c3cc(C(F)(F)F)cc(C(F)(F)F)c3)n2c1	?	?	35µM*	i	/	-9	-10%
9	O=C1Cc2c(-c3ccccc3Cl)n[nH]c2CN1CC1CC1	?	3%[87.6 µM]	?	-2%[88.5 µM]	-17%[172 µM]	-13	-15%[87.6 µM]
10	Cc1cc(C)n(CCC(=O)NCCc2noc(-c3ccccc3)n2)n1	0%	-11%	2%	i	5%	19	4%
11	O=C(CCC1CCCC1)N1CCCC(Cc2nc(C3CCOCC3)no2)C1 (configuration not stated)	?	-26%	?	-16%	-14%	-4	?
12	Cc1ccc(C)c(Cn2c3ccccc3c3cnn(CC(=O)NCCC4=CCCCC4)c(=O)c32)c1	/	8%	/	/	/	10	6%
13	Cc1ccc2scc(N3CCCCC3C)c(=O)c2c1 (configuration not stated)	/	42%[activator]	/	/	/	-9	-9%
14	Cc1noc(C)c1-c1cc2cc(C(C)C)oc2c(N2CCS(=O)(=O)CC2)n1	?	-1%[87.6 µM]	?	?	-8%[172 µM]	-16	4%[87.6 µM]
15	CC(=O)N(C)CCc1noc(C2CN(C(=O)c3c(C)noc3C)C2)n1	9%	16%	i	i	-3%	0	1%
16	O=C(Nc1c2c(nn1-c1ccc(Cl)cc1)CS(=O)(=O)C2)c1ccc(Br)cc1	/	?	/	/	/	6	-13%
17	COc1ccc(CCNC(=O)CCn2c(=O)c3ccccc3n(Cc3ccccc3C)c2=O)cc1OC	/	-3%	/	/	/	-14	?
18	COc1cccc(CN2CCCC(O)(CN3CCC(C)CC3)C2=O)c1 (configuration not stated)	-11%	-29%	-19%	-12%	4%	0	-2%
19	CN(Cc1ccc(-c2ccccc2)cc1)C(=O)c1cccc(Cl)c1	?	?	?	-1%[88.5 µM]	-3%[172 µM]	-10	5%[87.6 µM]
20	CCc1[nH]c2c(CNC(=O)c3n[nH]c4c3CCC4)cc(C)cc2c1C	35µM*	-4%	35µM*	-13%[11.5 µM]	-17%	9	-6%
21	Cc1ccc(C(=O)N2CCc3sc(C(=O)O)cc3C2)cc1	-6%	-11%	?	i	-12%	-13	-9%
22	COc1ccc(CC(=O)N2CCN(c3nccc(Nc4ccccc4Cl)n3)CC2)cc1	?	-18%	40µM*	i	/	0	-1%
23	CCCCN(C)C(=O)c1csc(N2CCN(c3ccccc3)CC2)n1	35µM*	-13%	?	i	-12%	-7	-17%
24	CCN(C(=O)CN1C(=O)COc2ccc(S(=O)(=O)N3CCOCC3)cc21)c1ccc(OC)cc1	/	0%	/	/	/	-11	-1%
25	O=C(CCC1CCN(C(=O)[C@@H]2C[C@@H]3C=C[C@H]2C3)CC1)Nc1ccc2c(c1)OCCO2	?	?	?	?	-14%	14	-10%
26	CCCN1C(=O)C(O)(CC(=O)c2ccc(CC)cc2)c2cc(Br)ccc21 (configuration not stated)	/	?	/	/	/	-8	?
27	Cn1nc(C2CCN(C(=O)c3cccnc3)CC2)c2c1CCOC2	8%	-13%	i	i	0%	5	6%
28	Cc1oc(C(C)C)cc1C(=O)N1CCC2(CC1)C(C(=O)O)CC(=O)N2C (configuration not stated)	-6%	-14%	i	-6%	10%	-8	-10%
29	CC(=O)c1ccc(NC(=O)O[C@@H]2CO[C@H]3[C@@H]2OC[C@@H]3NS(=O)(=O)c2ccc(Cl)cc2)cc1	?	5%	?	2%	-7%	-7	1%
30	CC(=O)Nc1ccc(S(=O)(=O)N2CCC(c3ccncc3)CC2)cc1	/	-16%	/	/	/	9	-2%

Next section (3 carried over from the part before).
entry	mol	HEK cytotox	SNCA expr inh	3T3 cytotox	GPT2 inhibitor	Luciferase inh	IP6K1 inh	SNCA viab count
28	Cc1oc(C(C)C)cc1C(=O)N1CCC2(CC1)C(C(=O)O)CC(=O)N2C (configuration not stated)	-6%	-14%	i	-6%	10%	-8	-10%
29	CC(=O)c1ccc(NC(=O)O[C@@H]2CO[C@H]3[C@@H]2OC[C@@H]3NS(=O)(=O)c2ccc(Cl)cc2)cc1	?	5%	?	2%	-7%	-7	1%
30	CC(=O)Nc1ccc(S(=O)(=O)N2CCC(c3ccncc3)CC2)cc1	/	-16%	/	/	/	9	-2%
31	COCCNC(=O)C1CCN(c2ccnc3ccnn23)CC1	1%	-24%	-16%	5%	/	11	9%
32	O=C1CCN(S(=O)(=O)c2ccccc2)CCCN(C(=O)CN2CCOCC2)CCN1	i	-1%	-8%	i	-3%	5	4%
33	Cc1cnc(CC2CCN(S(=O)(=O)c3ccc(C#N)cc3)C2)n1Cc1ccccc1 (configuration not stated)	45µM*	2%	-20%	i	3%	-7	6%
34	O=C(NCc1cccs1)c1ccc(CSc2nc3ccncc3n2Cc2ccccc2)cc1	/	63%[activator]	/	/	/	-14	-16%
35	CN1C(=O)C2(CCN(C(=O)c3cc4c(s3)CCCC4)CC2)c2ccccc21	?	-26%	?	1%	-2%	-4	?
36	CCCCNC(=O)N1CCc2c(c3cc(F)ccc3n2C)C1	?	-22%	?	?	-12%	-6	9%
37	CCc1cccc(NC(=O)Cn2c(-c3ccc(F)cc3)cc(C(C)=O)c2C)c1	/	-1%	/	/	/	4	-21%
38	O=C(NCc1ccccc1)c1ccc2nnc(-c3cc[nH]c3)n2c1	?	22%[87.6 µM]	-28%[138 µM]	1%[88.5 µM]	/	-9	-6%[87.6 µM]
39	CN1CC(=O)N(C2CCC2)Cc2c(NCCc3ccc(Cl)cc3)ncnc21	?	-14%	?	i	27%	8	3%
40	CC(=O)N1CCN(c2cc(-c3noc([C@@H]4CCCN4Cc4ccccc4C)n3)ccn2)CC1	?	?	?	?	-10%	-8	?
41	O=C(c1n[nH]c2c1CCCC2)N1CCC2(CC1)NC(=O)N(c1ccccc1)N2	?	83%[activator]	?	?	?	-7	-14%
42	O=C(CCC[C@H]1NC[C@@H]2C[C@H]1CN(Cc1ccccc1)C2)NCC1CCCCC1	?	?	?	i	-2%	7	-10%
43	Cc1nnc(N2CC[C@H](N3CCOCC3)[C@H](CCC(=O)O)C2)c2ccccc12	-5%	7%	-12%	0%	-3%	18	0%
44	O=C([C@@H]1CCCN1c1nccc(Nc2ccccc2Cl)n1)N1CCCC1	?	20%	?	2%	/	-2	1%[12.5 µM]
45	COc1ccc(C2(C(=O)N3CCOCC3)CCOCC2)cc1	i	-19%	1%	-13%	/	-7	5%
46	Cn1c(=O)oc2cc(S(=O)(=O)N3CCCC(C(=O)N4CCN(c5cccc(Cl)c5)CC4)C3)ccc21 (configuration not stated)	/	1%	/	/	/	5	2%
47	CCCNC(=O)C1CCC(Cn2c(=O)c3sccc3n(Cc3ccccc3C)c2=O)CC1 (configuration not stated)	/	-12%	/	/	/	-10	8%
48	O=C(Cc1c(F)cccc1Cl)N1CCN(c2cc(-c3cccs3)[nH]n2)CC1	?	20%	?	i	-4%	37	-10%
49	COc1ccc(CN2C[C@H](O)C[C@H]2c2nc(CS(=O)(=O)c3ccc(F)cc3)no2)cc1	-4%	-15%	-14%	4%	1%	12	-2%
50	COc1ccc(-c2oc3ncn4nc(COc5ccc(C)cc5)nc4c3c2-c2ccc(OC)cc2)cc1	/	7%	/	/	/	49	-7%
51	CCOc1cc(-c2ccc(OC(=O)c3ccc(OC)cc3)c(OC)c2)cc(=O)c2c(C)oc(C)c12	/	-28%	/	/	/	-12	-18%
52	Cn1c(CN2CCCCC2)nnc1C1CCCN(C(=O)c2cccnc2)C1 (configuration not stated)	-2%	3%	-17%	2%	-4%	3	-8%
53	Cc1ccc(-c2noc(CNC(=O)c3ccccc3)n2)cc1	/	30%[activator]	/	/	/	-31*	-9%
54	COc1ccc(-c2noc([C@@H](C)NC(=O)c3cc(C)oc3C)c2C(=O)O)cc1	5%[172 µM]	7%[87.6 µM]	i	0%[88.5 µM]	13%[172 µM]	-1	5%[87.6 µM]
55	COc1cccc(C(=O)N2CCN(C(=O)c3cccc(-c4ccccc4OC)c3)CC2)c1	?	3%	?	-1%	/	-6	1%[12.5 µM]
56	CN(C)c1ccc(C(=O)N[C@H]2C[C@H]3C(=O)NC[C@@H](CCC(=O)NCc4cccnc4)N3C2)cc1	-23%	7%	-12%	i	2%	13	8%
57	CCOc1ccccc1NC(=O)CSc1nc2c([nH]c3ccccc32)c(=O)n1-c1ccccc1	/	40%[activator]	/	/	/	27	-10%
58	COc1ccc(F)cc1-c1cccc(C(=O)NCC(=O)NCc2ccc3c(c2)OCO3)c1	50µM*	/	?	/	/	-6	/

A portion of the library, so the mix of outcomes need not match the whole.
